From PubChem BioAssay
AI-2 QS modul – Vibrio harveyi AI-2 quorum sensing modulation | Vibrio harveyi JMH597 AI-2 luminescence/OD600 ratio, 9 h; stronger effect = lower value; strain lacks LuxN and CqsS sensors; 0 = neutral-control median | activity change, % at 7.5 µM | actives 0.4% (n = 300,000); in the data active = activity change below about -75%, passing the limit was not always enough;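 also: luminescence divided by OD600 gain over 9 h not by final OD600 alone; inactives centre near 13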
KLF5 inh – suppresses KLF5 promoter-driven expression; DLD-1 KLF5 promoter-luciferase reporter, luminescence; inhibition, % at 5 µM; actives 0.23% (n = 290,000); AID 1700;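 active = inhibition above a per-plate limit of that plate's mean compound inhibition plus 3 SD, cut at about 60% in these data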;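 also: 0% = DMSO wells and 100% = LY294002 at 200 µM; higher means less KLF5 promoter-driven luciferase light; inactives centre near -14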
SKKanGAS inh – SKKanGAS growth inhibition; S. pyogenes SKKanGAS, kanamycin growth, BacTiter-Glo, 6 h; inhibition, % at 7.5 µM; actives 1.3% (n = 300,000); AID 1662;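 active = mean replicate score, as percent of positive control median, at least 50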;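 also: strain carries kanamycin resistance gene driven by streptokinase promoter and grows in 40 µg/ml kanamycin; loss of luminescence reflects streptokinase promoter inhibition or plain growth inhibition; 0% = median of DMSO wells and 100% = positive control at its reference dose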
Platelet DG rel – modulates dense granule release in human platelets; human platelet-rich plasma, SFLLRN dense granule ATP release, luminescence; inhibition, %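 (compounds screened at 7.5 µM in platelet-rich plasma)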; actives 0.22% (n = 300,000);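 active = mean replicate score, as percent of positive control, at or above 50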
HSF-1 act – increases HSF-1 driven luciferase reporter signal | NIH3T3-HGL HSF-1 luciferase reporter, MG132, 8 h; 100% = twice DMSO control signal | activation, % at 9 µM | actives 1.7% (n = 300,000) | AID 504408;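 active = mean replicate activation of at least 50% with a set share of replicates each reaching 50%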;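 also: 0% = median of the neutral control wells and 100% = twice that signal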
aSyn 5UTR inh – 5' untranslated region of α-synuclein, MLPCN primary screen; alpha-synuclein 5'UTR reporter, inhibitor activity; inhibition, % (tested at 7.5 µM); actives 0.82% (n = 300,000); AID 1813; in the data active = inhibition above about 60%;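 also: H4 neuroglioblastoma cells stably carrying SNCA 5'UTR luciferase fusion; 0% = DMSO wells and 100% = positive control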
HIF activator – HIF pathway transcriptional activation; U2OS HRE-luciferase reporter, luminescence; normalized: DMSO 0%, desferrioxamine 100%; activation, % at 7.5 µM (by protocol); actives 0.32% (n = 300,000); AID 1910;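 active = mean activation of at least 10% of the iron chelator positive control signal, with at least half of replicates also reaching 10%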
HSF1 inh – HSF1 inhibition; activity change, negative = inhibition, % at 7.5 µM (by protocol); NIH3T3-HGL HSE-luciferase, MG132-induced, luminescence 8 h; stronger effect = lower value; actives 0.77% (n = 300,000);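 active = more than half of replicate wells show activity change below -50%, luminescence cut by over half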;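 also: luciferase reports HSF-1 transcriptional activity via heat shock element; 0% = median of DMSO wells and -100% = zero luminescence signal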
HSP90 refold inh – blocks HSP90-mediated luciferase refolding in reticulocyte lysate; Rabbit reticulocyte lysate, luciferase refolding luminescence, 3 h; inhibition, % at 5.6 µM; actives 0.91% (n = 290,000); AID 1789;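 active = inhibition above the screen-wide mean plus 3 SD, computed separately per campaign, cut at about 16% in these data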;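 also: 0% = DMSO wells and 100% = 60 µM geldanamycin wells; inhibitors lower the luminescence because luciferase stays unfolded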
IEC-6 cytotox – counter-screen for KLF5 inhibitors: cytotoxicity in IEC-6 cells | inhibition, % at 5 µM | IEC-6 cytotoxicity, luminescence viability | actives 0.78% (n = 290,000) | AID 1825; in the data active = inhibition above about 22%;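 also: 0% = plate median of test compound wells and 100% = cytotoxic reference compound wells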
Numbers without * were called inactive; / = no result given.

SMILES	AI-2 QS modul	KLF5 inh	SKKanGAS inh	Platelet DG rel	HSF-1 act	aSyn 5UTR inh	HIF activator	HSF1 inh	HSP90 refold inh	IEC-6 cytotox
CN1CCN(S(=O)(=O)c2ccc(CNC(=O)c3ccccc3)s2)CC1	12	15	-2	3	-6	17	-1.0	-4	3	-2
CC(C)C(C(=O)Nc1ccncc1)c1ccc(Cl)cc1 (stereo unspecified)	25	-28	-3	2	22	32	-0.7	2	-2	-8
CC1CCN(S(=O)(=O)c2ccc(NC(=O)CCN3C(=O)c4ccccc4C3=O)cc2)CC1	5	10	-6	-11	41	11	0.2	4	8	-5
C=C(C)CSc1nnc(-c2cccc(S(=O)(=O)N(C)C)c2)n1-c1cc(OC)ccc1OC	9	-27	4	-2	9	9	-0.3	-4	3	0
COC(=O)c1cc(-c2c(-c3cc(OC)c(OC)c(OC)c3)noc2C)cc([N+](=O)[O-])c1	1	-24	4	0	24	21	-0.2	12	-6	0
CC(C)n1cc(CN2CCC(n3nccc3NC(=O)CCCc3ccccc3)CC2)cn1	-5	-15	4	-6	3	4	-0.2	-3	-4	0
CN(C)CC(C)(C)CNS(=O)(=O)c1cccc(Cl)c1Cl	4	-14	-5	-8	23	-2	0.6	-6	6	1
Cc1cc(C)nc(NC(=O)c2cc(Br)ccc2Cl)n1	11	-9	2	-4	26	-38	-0.3	-2	6	-1
CCCCCn1c(=O)[nH]c2cc(C(=O)NCCCN(C)Cc3ccccc3)ccc2c1=O	-5	-17	-2	-5	6	-31	0.1	12	3	1
CN=c1scc(C)n1/N=C/c1ccc(O)cc1	1	-224	/	/	/	/	/	/	5	-3
CC(Sc1nnc(-c2ccccc2)c(-c2ccccc2)n1)C(=O)N1CCc2ccccc21 (stereo unspecified)	9	-16	11	19	5	-14	0.2	-2	1	7
O=C(C[n+]1cc(Br)cc(Br)c1)c1cccc([N+](=O)[O-])c1	21	-14	-1	2	-3	-9	0.2	-4	2	2
Cc1onc(-c2c(Cl)cccc2Cl)c1C(=O)N1CCCc2ccccc21	14	-15	1	5	-8	-7	0.0	2	2	-5
COc1ccc(/C=N/Nc2nc(C)c([N+](=O)[O-])c(N(C)c3ccccc3)n2)cc1OC	5	-38	-5	-4	-11	15	0.4	2	0	1
Cc1ccc(Oc2ccc(C=O)cn2)cc1	-3	3	-3	-3	1	-42	0.7	-2	3	6
CC(C)(C)N1CC(C(=O)Nc2ccc(S(N)(=O)=O)cc2)CC1=O (stereo unspecified)	15	-1	-12	-6	0	3	-20	0	2	2
CCC1CCCCN1CCCNC(=O)C1CCC(Cn2c(=O)[nH]c3ccccc3c2=O)CC1 (stereo unspecified)	28	-49	-7	1	-5	9	0.5	-2	8	-2
CCCc1cc(=O)[nH]c(NCc2ccc(Cl)cc2)n1	-8	11	-4	-2	-10	0	-0.3	-1	8	3
Cc1ccc2c(c1)[C@@H](O)C[C@@H](C)N2N=O	7	11	-10	-42	0	12	-0.2	-6	2	1
CCC(C)OC1OC(CO)C(O)C(O)C1NC(C)=O (stereo unspecified)	9	-16	-9	0	25	15	-0.2	5	5	5
COc1ccc(/C=C(/NC(=O)c2ccco2)C(=O)NCc2ccco2)cc1OC	26	-42	9	-3	-5	-29	0.1	-4	9	-4
COc1ccc(C(=O)N[C@H](C(=O)NCc2ccco2)C(C)C)cc1	13	-3	0	0	1	17	0.6	-5	3	2
CC1CCN(C(=O)c2cc3ccccc3cc2O)CC1	28	-55	26	-5	8	-4	0.7	8	-4	0
CN(C)S(=O)(=O)c1ccc(N2CCCC2)c(C(=O)Nc2ccccc2OC(F)F)c1	13	-13	-4	8	-8	-20	-0.3	0	1	-1
Cc1ccc(C(=O)N2CCN=C2SCc2ccc([N+](=O)[O-])cc2)cc1C	5	-4	0	-3	32	14	-0.2	10	2	-4
CSc1ccc(CNc2nc3ccccc3n3cnnc23)cc1	26	-30	-9	-5	-36	25	-1.0	-27	-1	-3
CC(C)(C)C1CCC(C(=O)OCC(=O)N2CCOCC2)CC1 (stereo unspecified)	15	-16	6	10	16	6	-0.1	-2	1	3
Cc1ccsc1CNC1C2CC3CC(C2)CC1C3 (stereo unspecified)	0	-4	1	-12	-15	-14	-1.1	0	2	-3
CCCCn1c(SCC(=O)OC)nc2c1c(=O)n(C)c(=O)n2C	15	4	8	-7	10	9	-0.2	-2	2	-2
CCOCCCNC(=O)/C(C#N)=C/c1ccc(-c2ccc(S(=O)(=O)N3CCOCC3)cc2)o1	23	-19	9	-7	1	1	-0.2	-6	2	2
Cc1cccn2c(=O)c3cc(C(=O)NCCN4CCOCC4)c(=N)n(Cc4ccc(F)cc4)c3nc12	11	20	1	8	-4	58	-1.9	11	-3	7
CCn1c(CNC(=O)c2cccc(C)c2)nnc1SCC(=O)Nc1cccc(OC)c1	-1	-8	-6	-6	3	-33	0.0	3	0	6
Cc1ccc(OCc2cc(C(=O)NCc3cc(F)ccc3C)no2)cn1	18	-37	-4	-1	39	-21	0.2	3	-4	-7
O=c1c(-c2ccccc2)c(O)c2ccccc2n1-c1ccccc1	20	-15	-6	11	-2	5	-0.4	-3	2	-1
COc1ccc(C2CC(c3ccc(C)cc3)Nc3ncnn32)cc1 (stereo unspecified)	16	-6	-7	3	-3	9	-0.1	-2	-5	-1
CCCCCC(O)CCc1n[nH]c(=S)n1-c1ccccc1 (stereo unspecified)	12	-16	-5	-3	0	14	0.2	-3	-2	1
O=C(CN1CCOCC1)Nc1ccc2c(c1)CCC2	11	1	-10	0	-14	-39	0.6	-1	0	1
Cc1ccc(-n2nc3c(c2NC(=O)CC(C)C)CS(=O)C3)cc1 (stereo unspecified)	-2	-12	0	-25	-21	-29	0.0	-3	-2	2
Cc1cccc(N2CCN(S(=O)(=O)c3ccc4c(c3)n(C)c(=O)c(=O)n4C)CC2C)c1 (stereo unspecified)	18	-13	3	-1	2	9	0.2	5	0	0
CCc1nc2ccc(C(=O)O)cc2nc1CC	35	-14	21	5	-71	-63	-0.2	-69*	75*	-11
N#C/C(=C\c1ccc(-c2cccc([N+](=O)[O-])c2)o1)C(=O)N1CCOCC1	7	1	-4	4	24	-9	0.1	21	2	0
Cc1ccc(S(=O)(=O)N2CCN(C(=O)c3ccnn3C)CC2)cc1C	22	-23	-3	0	-3	-23	-0.7	-2	-4	-6
CCOc1ccc(/C=N/NC(=O)CC(=O)Nc2ccc(Cl)c(Cl)c2)cc1	26	-20	3	0	2	1	0.1	-5	0	-2
Cc1onc(-c2c(Cl)cccc2Cl)c1C(=O)NCC1CCCO1 (stereo unspecified)	16	-5	-4	11	-20	15	0.0	-5	2	0
COc1ccc(NC(=O)c2ccccc2C)cc1	-1	-124	7	7	27	-132	-4.1	15	1	1
Cc1cc(NC(=O)C(C)SCC(=O)Nc2cc(C(F)(F)F)ccc2N2CCCCC2)no1 (stereo unspecified)	-1	/	-15	-4	16	3	-0.4	7	/	/
COc1ccc(-c2nnn(CC(=O)N(CC(=O)NCCC(C)C)c3ccccc3)n2)cc1OC	-6	-32	3	6	29	1	0.3	0	4	-4
CCc1nnc(NS(=O)(=O)c2ccc(NC(=O)CCC(=O)OC)cc2)s1	7	-13	-2	1	9	-12	-0.5	-2	-2	2
O=C(NCCN1CCCc2ccccc21)C1CCC(=O)N(CCc2ccccc2)C1 (stereo unspecified)	30	2	0	4	-20	19	0.1	0	0	1
CCc1cccc2c(C=C(C#N)C#N)cn(CC(=O)N3CCCC3)c12	-3	-36	-12	-21	3	11	/	-4	3	5
O=S(=O)(NCC(O)COCc1ccco1)c1cccs1 (stereo unspecified)	9	/	8	-2	-3	11	-0.4	3	/	/
CCn1nnc2cc(C(=O)Nc3cc(OC)cc(OC)c3)ccc21	5	/	39	13	10	-57	0.4	9	/	/
Clc1ccc(CO/N=C/c2cccs2)cc1	31	-29	44	-3	-7	3	0.0	-4	0	-1
CCCCC#Cc1ccc(C(=O)NNC(=O)Nc2ccccc2)o1	7	-2	-3	-3	3	28	0.5	-8	-1	2
O=C(CSc1ccc(-c2cccnc2)nn1)N1CCCc2ccccc21	41	-23	7	-2	2	8	-0.1	2	5	8
CCn1ccnc1CN1CCc2c([nH]c3ccccc23)C1C(C)(C)C (stereo unspecified)	0	-11	40	3	-10	-7	0.3	8	3	11
O=C(CS(=O)CC(=O)Nc1cnc2ccccc2c1)Nc1ccc(Cl)cc1 (stereo unspecified)	44	-12	1	2	-1	13	0.3	-2	-2	0
Cc1nc(Cc2nnc(SCc3nc(N)nc(Nc4ccccc4C)n3)o2)cs1	19	-18	0	0	-5	7	-1.7	-8	2	4
CCN1C(=O)[C@H]2[C@@H](c3ccc(-c4ccc(C(C)=O)cc4)cc3)N3CCCC[C@@]3(C(=O)OC)[C@H]2C1=O	7	/	14	1	-11	17	0.5	2	/	/
c1ccc(-c2cn(-c3ccccc3)c3[n+]2CCS3)cc1	-22	-8	2	0	18	-3	0.9	14	1	-2

Look-ups from above.
Under aSyn 5UTR inh, `CCc1cccc2c(C=C(C#N)C#N)cn(CC(=O)N3CCCC3)c12` is entered as 11
Under KLF5 inh, `Cc1nc(Cc2nnc(SCc3nc(N)nc(Nc4ccccc4C)n3)o2)cs1` is entered as -18

Next part:
SMILES	AI-2 QS modul	KLF5 inh	SKKanGAS inh	Platelet DG rel	HSF-1 act	aSyn 5UTR inh	HIF activator	HSF1 inh	HSP90 refold inh	IEC-6 cytotox
CCOc1ccc(N=C2Sc3nc4ccc(C)cc4cc3CN2CCOC)cc1	56	-26	16	7	-1	-5	-0.3	1	2	6
CSc1nsc(SC)c1C(=O)Nc1ccc(C(C)(C)C)cc1	90	-11	-14	-6	34	-35	1.3	16	0	3
Cc1cc(C(=O)Nc2c(F)cc(F)cc2Br)cs1	25	-24	-2	3	4	-3	0.1	6	1	2
Cc1c(C)c2ccc(OCC(=O)Nc3cccnc3)c(C)c2oc1=O	12	-97	-6	7	26	-137	1.8	6	-1	-1
CC(C)c1nc2sc3c(SCC(N)=O)ncnc3c2c2c1CCC2	10	0	5	5	6	7	0.5	6	-2	3
Cc1ccc(C(=O)NNC(=O)CSc2nnc(C(C)C)n2C)cc1	31	-22	-1	1	21	-15	0.0	5	3	1
COc1ccc(-c2csc(-c3cccs3)n2)c(OC)c1	18	-134	1	14	61*	-126	4.6	24	1	6
Cc1cc(Cl)ccc1OCCCC(=O)NCCCn1ccnc1	28	-9	-17	-3	-11	-5	0.0	-11	1	6
Cc1ccc(F)cc1N=Cc1c(O)c2ccccc2oc1=O	3	9	15	8	11	16	-0.5	4	2	0
O=C(Nc1ccc(-c2noc(CCc3ccccc3)n2)cc1)c1ccco1	-81*	-125	-5	17	47	-115	1.0	29	0	4
O=C(NCc1ccncc1)C(=O)N/N=C/c1ccccn1	35	-16	/	1	-5	6	0.0	-1	2	1
CCOC(=O)Cc1csc(NC(=S)NC(=O)c2ccccc2Br)n1	6	-4	10	-5	10	-39	0.3	-5	-1	-6

Quoted at random: 2 records from the list
SMILES	AI-2 QS modul	KLF5 inh	SKKanGAS inh	Platelet DG rel	HSF-1 act	aSyn 5UTR inh	HIF activator	HSF1 inh	HSP90 refold inh	IEC-6 cytotox
Cc1c(C)c2ccc(OCC(=O)Nc3cccnc3)c(C)c2oc1=O	12	-97	-6	7	26	-137	1.8	6	-1	-1
CSc1nsc(SC)c1C(=O)Nc1ccc(C(C)(C)C)cc1	90	-11	-14	-6	34	-35	1.3	16	0	3
